Mito fusion yeast: inhibitors of mitochondrial division or activators of mitochondrial fusion. S. cerevisiae fusion-defective mutant growth rescue, CellTiterGlo 48 h. Potency, µM (highest dose often 46.1 µM), without a hit: top-dose growth rescue (activation), actives largely listed as activators. 320,000 tested, 0.23% active. AID 485298;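 note: potency is the fitted concentration of half-maximal effect; % of control where 0% means no effect; nearly all actives have a fitted effect of over 45% in size; temperature-sensitive fusion mutants such as fzo1-1 at 37 °C on non-fermentable ethanol glycerol medium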
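Temperature-sensitive fusion-defective S. cerevisiae (e.g. fzo1-1, mgm1-5) were grown with compound in YPEG medium (3% ethanol, 3% glycerol) for 48 hours at 37C. Growth rescue was measured as viability by CellTiterGlo luminescence after 10 minutes at ambient.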
a7 integrin act: activators of alpha7 integrin expression for muscular dystrophy | alpha7betagal myoblasts, beta-gal FDG fluorescence, 48 h | 350,000 tested, 0.064% active | Potency, µM (titrated, usually from 38.3 µM), for the others: top-dose activation, actives largely listed as activators | AID 624291;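 note: potency is the fitted concentration of half-maximal effect; 100% = response of the positive control SU9516; nearly all actives have a fitted effect of over 60% in size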
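Alpha7betagal+/- myoblasts (passage 13) were plated 16-24 hr, then exposed to compounds (1:260 dilution of DMSO stock) for 48 hours at 37C. After MPER lysis, β-galactosidase reporter activity was read as FDG fluorescence (ex 480/em 540) after 30 minutes.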
PTAP TSG101 blk: blocks PTAP/TSG101 interaction to inhibit HIV-1 budding. Q99816. Fluorescence polarization, FITC-PTAP peptide / Tsg101 binding. Potency, µM (highest dose often 115 µM), without a hit: at the highest dose activity change, negative = inhibition, hits mostly inhibitors. 340,000 tested, under 10 active. AID 493005; active = well fitted inhibition curve with a large enough effect in the main read-out, with a control signal flat, not every such curve was filed as active; inconclusive = small, poorly fitted or top-dose-only effect, or effect the other way, or a change in a side signal; inactive = no such curve, though single readings can be large or run the other way; note: potency is the fitted concentration of half-maximal effect; % of control where 0% means no effect
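Fluorescence anisotropy tracks displacement of a FITC-tagged PTAP peptide (50 nM) from the Tsg101 binding domain (10 uM), following a 20 min room-temperature incubation at pH 7.5.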
A-T KAP1 phos: potential ataxia-telangiectasia treatments restoring KAP-1 phosphorylation. […] A-T fibroblasts, KAP-1 phosphorylation AlphaLISA; neocarzinostatin DNA damage 30 min before lysis. Potency, µM (titrated, usually from 57.5 µM), for the others: at the highest dose activation, hits mostly activators. 320,000 tested, 0.19% active. AID 485349; note: potency is the fitted concentration of half-maximal effect; % of control where 0% means no effect; nearly all actives have a fitted effect of over 45% in size
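hTERT-immortalized A-T patient fibroblasts ([…]), 500 cells/well in OPTI-MEM, 1% FBS, got compounds for 60 min, then NCS for 30 min at 37C. Lysates were then assayed for phospho-KAP-1 by AlphaLISA (anti-pKAP1 donor, anti-KAP1 acceptor beads), 6 hr at 25C.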
ELG1 DNA repair: inhibitors of ELG1-dependent DNA repair in HEK293T cells | Potency, µM (doses to about 46.1 µM), for the others: at the top dose activity change, negative = inhibition, usual class: inhibitors | 330,000 tested, 2.3% active | AID 504467 | HEK293T ELG1-luciferase reporter, luminescence, 16 h; DNA damage induced by 5-fluorouridine; note: potency is the fitted concentration of half-maximal effect; % is set by controls: 0 for no effect and ±100 for the full control effect; nearly all actives have a fitted effect of over 55% in size
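DMSO vehicle served as the neutral condition. Each well held 2,000 cells given 5-fluorouridine plus compound; after 16 hr at 37 °C/5% CO2, ONE-Glo was added and luciferase measured 30 min later.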
Tb PFK inh: blocks T. brucei phosphofructokinase; O15648; T. brucei PFK, ADP-Glo luminescence; Potency, µM (highest dose often 57.5 µM), for the others: top-dose activity, negative = inhibition, usual class: inhibitors; 330,000 tested, 0.17% active;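 note: potency is the fitted concentration of half-maximal effect; 0% = uninhibited 1x PFK enzyme wells and -100% = no-enzyme wells; nearly all actives have a fitted effect of over 60% in size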
Target sequence (O15648 whole entry, looked up): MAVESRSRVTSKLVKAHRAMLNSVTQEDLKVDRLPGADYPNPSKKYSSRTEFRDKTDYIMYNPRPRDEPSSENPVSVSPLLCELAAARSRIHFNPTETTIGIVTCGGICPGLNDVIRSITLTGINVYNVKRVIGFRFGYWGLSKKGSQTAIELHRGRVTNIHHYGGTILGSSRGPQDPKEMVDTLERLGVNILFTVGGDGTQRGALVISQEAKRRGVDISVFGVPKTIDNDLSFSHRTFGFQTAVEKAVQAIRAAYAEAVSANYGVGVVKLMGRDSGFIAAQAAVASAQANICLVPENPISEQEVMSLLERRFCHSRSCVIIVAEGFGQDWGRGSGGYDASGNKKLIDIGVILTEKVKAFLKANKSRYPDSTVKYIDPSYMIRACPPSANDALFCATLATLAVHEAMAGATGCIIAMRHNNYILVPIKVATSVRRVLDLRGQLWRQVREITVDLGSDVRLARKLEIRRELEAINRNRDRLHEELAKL
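1.25 nM PFK with 0.5 mM F6P and 0.1 mM ATP in 0.1 M TEA pH 8.0, 5 mM MgCl2, incubated 45 min at room temperature; ADP measured by ADP-Glo luminescence; compounds titrated up to 57 uM.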
TCR activator: activates T cell receptor signaling; 330,000 tested, under 10 active; primary human leukocytes, anti-CD3, IL-2 HTRF, 48 h; AID 504894; Potency, µM (titrated, usually from 9.22 µM), inactives show at the top dose activation of IL-2 secretion, usual class: activators; note: % of control where 0% means no effect
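TCR engagement came from a-CD3 beads alone, with compounds added to primary human leukocytes for 48 hr. Secreted IL-2 bridged europium cryptate- and d2-labelled anti-IL-2 antibodies, giving FRET emission at 665nm after 320nm excitation.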
Eya2 phos inh: blocks the phosphatase activity of human Eya2. O00167. recombinant Eya2, OMFP fluorescence dephosphorylation (OMFP is methylfluorescein phosphate). Potency, µM (top dose mostly 76.9 µM), for the others: at the top dose activity, negative = inhibition, hits mostly inhibitors. 330,000 tested, 0.006% active. AID 488837; note: potency is the fitted concentration of half-maximal effect; % is set by controls: 0 for no effect and ±100 for the full control effect
Target sequence (O00167 whole entry, looked up): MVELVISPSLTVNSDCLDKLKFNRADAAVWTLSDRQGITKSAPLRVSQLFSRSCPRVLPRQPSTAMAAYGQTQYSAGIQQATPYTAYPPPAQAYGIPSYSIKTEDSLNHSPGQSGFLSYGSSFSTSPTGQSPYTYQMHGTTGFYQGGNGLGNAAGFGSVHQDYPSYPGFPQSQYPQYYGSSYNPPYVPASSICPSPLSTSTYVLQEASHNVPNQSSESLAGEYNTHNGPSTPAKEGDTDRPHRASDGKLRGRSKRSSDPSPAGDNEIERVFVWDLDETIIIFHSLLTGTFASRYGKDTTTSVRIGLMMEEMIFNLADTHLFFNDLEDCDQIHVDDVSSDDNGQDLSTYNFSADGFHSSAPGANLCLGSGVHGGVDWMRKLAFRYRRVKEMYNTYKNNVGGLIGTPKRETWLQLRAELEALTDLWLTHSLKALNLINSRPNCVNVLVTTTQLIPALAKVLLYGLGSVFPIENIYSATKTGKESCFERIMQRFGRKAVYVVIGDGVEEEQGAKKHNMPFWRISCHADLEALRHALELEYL
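Eya2 protein (added as 0.2 uM solution) was preincubated with compound for 10 min at ambient temperature in 50 mM HEPES pH 7.5, 50 mM NaCl, 5 uM MgCl2, 0.05% BSA, 1 mM DTT. OMFP (added at 50 uM) then reacted 10 min; fluorescence read at 485/525 nm.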
TSHR antagonist: blocks TSH signaling through the human TSH receptor. P16473. TSHR-expressing cells, TSH-stimulated cAMP HTRF, 2 h; stronger effect = lower value. activity change, negative = inhibition, % at 11.5 µM. 330,000 tested, 0.2% active;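 active = activity change below a set negative limit, meaning inhibition stronger than a set level, cut at about -70% in these data; inconclusive = activity change between two set negative limits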; note: % is set by controls: 0 for no effect and ±100 for the full control effect
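TSHR-expressing cells were treated with compounds, then stimulated with TSH at EC80 (4nM final) for 2 hours at 37 deg C. Cellular cAMP was measured by HTRF competition between lysate cAMP and cAMP-d2 for a cryptate-labelled anti-cAMP antibody.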
ASM inhibitor: inhibitors of human secretory acid sphingomyelinase; 340,000 tested, 0.006% active; AID 504937; Potency, µM (titrated, usually from 57.5 µM), for the others: top-dose activity change, negative = inhibition, actives largely listed as inhibitors; placental ASM, HMU-PC fluorogenic substrate, 60 min; P17405; note: potency is the fitted concentration of half-maximal effect
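Human placenta-derived ASM enzyme was preincubated with compound for 10 minutes at room temperature, then given fluorogenic substrate HMU-PC0 (9 uM final) for 60 minutes at 37 °C; a pH 10 stop preceded fluorescence reading at Ex 386/Em 447 nm.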
Chronic BCR inh: chronic active BCR signaling inhibition. ABC-DLBCL IkBa-CBG/CBR reporter, luminescence ratio, 4 h. Potency, µM (top dose mostly 46.1 µM), for inactives: at the highest dose ratio change, negative = lower green/red ratio, usual class: inhibitors. 340,000 tested, 0.05% active. AID 493014; active = well fitted inhibition curve with a large enough effect in the signal ratio, with a control signal flat, not every such curve was filed as active; inconclusive = small, poorly fitted or top-dose-only effect, or effect the other way, or a change in a side signal; the % refers to the signal ratio;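 note: potency is the fitted concentration of half-maximal effect; plate controls were basal doxycycline-induced cells for no effect and cells given 10 µM MG132 for full effect; MG132 reads +100%, hits lower the ratio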
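TMD8 human ABC-DLBCL cells with doxycycline-inducible IκBα–green luciferase fusion and unfused red luciferase, in 0.5% FBS medium; compounds up to 46 uM, 4 h at 37C. Green/red luminescence ratio, filter-overlap corrected, fitted to concentration-response curves.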
Numbers without * were called inactive; i = inactive; ? = inconclusive; . = not tested or not shown; [ ] = remark or other dose. Unless noted, calls come from the whole dose curve; as a rule, active = well fitted curve in the direction sought with a large enough effect; inconclusive = small, poorly fitted or top-dose-only effect, or another doubt; inactive = no such curve, though single readings can be large; an effect the other way counts as inactive or inconclusive.

SMILES	Mito fusion yeast	a7 integrin act	PTAP TSG101 blk	A-T KAP1 phos	ELG1 DNA repair	Tb PFK inh	TCR activator	Eya2 phos inh	TSHR antagonist	ASM inhibitor	Chronic BCR inh
O=C1C(Cl)=C(NCC2CCCO2)C(=O)N1c1cccc(Cl)c1Cl (stereo not drawn)	-2%	-11%	-2%	0%	?	1%[0.46 µM]	-3%	2%	1	3%	4%
COCCNC(=O)c1ccc(CS(=O)(=O)c2ccccc2C)o1	-2%	16%	-1%	-9%	17%	6%	12%	-2%	1	5%	2%
Cn1c(CN2CCOCC2)nnc1SCC(=O)Nc1ccc([N+](=O)[O-])cc1O	4%	23%	-1%	9%	13µM*	-4%	-20%	8%	15	-1%	-16%
O=C(NC(Cc1ccccc1)c1ccc2c(c1)OCCCO2)c1ccccc1 (stereo not drawn)	-3%	4%	-7%	1%	4%	0%	-5%	-7%	-2	0%	?
Cc1c(CN(C)C)c2c(n1C)C(=O)c1ccc(Br)cc1-2	-3%	-38%	-3%	-8%	-28%	0%	1%	-31%	-19	-13%	-1%
CCNc1nc2nonc2nc1NCC	-2%	-7%	-1%	1%	-19%	2%	-1%	1%	3	1%	3%
COC(=O)c1ccc(C(=O)OC)c(NC(=O)COC(=O)c2ccc(OC)c(OC)c2OC)c1	-3%	17%	-2%	1%	5.8µM*	-1%	4%[46.1 µM]	-3%	13	-2%	-8%
Cc1cc2ccccn2c1C(=O)c1nc(N2CCOCC2)ncc1Cl	3%	5%	-7%	5%	22%	0%	-1%	3%	5	-9%	-2%
C#CCOCCOCCOCCNc1nc(N2CCN(C(=O)[C@H](CCCCN)n3cc(C(N)CO)nn3)CC2)nc(N2CCN(C(=O)[C@H](CCC(=O)O)n3cc(C(N)[C@H](C)CC)nn3)CC2)n1 (stereo partly drawn)	-1%	.	.	20%	14%	0%	.	3%	0	.	0%
COc1ccc(-c2nc(SCC(=O)Nc3c(F)cccc3F)n[nH]2)cc1	3%	9%	-3%	1%	13%	0%	0%	-5%	-6	.	?
Cc1ccc(NC(=O)c2ccc(CNc3c(N4CCC(C)CC4)c(=O)c3=O)cc2)cc1	-2%	-4%	2%	-1%	-2%	-2%	1%	?	-8	-2%	-6%
Cc1ccccc1NS(=O)(=O)c1ccc2[nH]cc(C(=O)N3CCCCC3)c(=O)c2c1	0%	.	.	4%	.	-20%	.	7%	-1	.	6%
CCOC(=O)C1=CN(Cc2cccc(Br)c2)S(=O)(=O)N(C)C1C (stereo not drawn)	.	0%	-1%	20%	9%	0%	7%[46.1 µM]	-1%	-9	-7%	-2%
CC1CCCCN1C(=O)CCc1nnc(Cc2c[nH]c3ccccc23)o1 (stereo not drawn)	2%	0%	-3%	4%[11.5 µM]	14%	-2%	9%	2%	-2	-2%	-6%
COc1ccc(C(=O)CSc2nc(C)cc(C)n2)cc1C	-2%	-25%	-3%	4%	-20%	3%	-2%	-7%	-23	0%	-10%
c1ccc(-n2c(-c3cccs3)nc3nc4ccccc4nc32)cc1	-3%	?	-5%	-1%	?	-3%	-15%[46.1 µM]	-8%	-12	418%[activator]	?
CCOC(=O)N1CCN(C(=O)c2oc(=O)c3ccccc3c2-c2ccc(C)cc2)CC1	9%	11%	-2%	-27%	?	6%	0%	-13%	-13	-4%	?
Cc1ccc(-n2c(SCC(=O)NCCN3C(=O)CSC3=O)nnc2-c2ccccc2)cc1	-3%	-9%	0%	5%	-2%	-3%	1%[46.1 µM]	1%	-10	2%	0%
O=C(NCc1ccc2c(c1)OCO2)c1cc(-c2ccc(Cl)cc2Cl)on1	8%	-27%	-12%	3%	10%	-5%	-2%	15%	79	0%	-2%
Cc1cc(C(=O)NCc2ccccc2)c(=O)[nH]c1C	-1%	-1%	-1%	19%	?	-1%	2%	23%	-1	2%	?
CN1CCN(C(=O)c2ccc(Cl)c(S(=O)(=O)N3CCCCC3)c2)CC1	-1%	-7%[7.66 µM]	-11%	1%	-17%	8%	-7%	5%	-4	-5%	13%
COc1ccc(NC(=O)CSc2nnc(-c3cnccn3)n2C)cc1OC	-3%	0%	-3%	17%	17%	2%	0%	-1%	-42	-3%	6%
O=C(COc1ccc([N+](=O)[O-])cc1)Nc1ccc(N2CCCC2)cc1	4%	4%	0%	-1%	6%	0%	-7%[46.1 µM]	3%	7	0%	-2%
CN(CC(=O)Nc1ccncc1)S(=O)(=O)c1ccc(Cl)cc1	1%	-17%[7.66 µM]	-6%	17%	?	0%	.	-4%	2	3%	0%
CCCCC1(C(=O)OC)NC(c2ccc(O)cc2)C2C(=O)N(c3ccccc3)C(=O)C21 (stereo not drawn)	2%	6%	-1%	14%	?	-1%	.	3%	-16	-2%	?
COC(=O)c1sc2nc(C)cc(C)c2c1N	1%	14%	0%	3%[11.5 µM]	?	2%	.	-2%	-4	i	?
CCc1cc2c(cc3c(=O)n(CC(=O)N4CCN(c5ccccn5)CC4)nc(CC)n32)s1	1%	-26%	-9%	-5%	-30%	2%	.	-7%	5	0%	6%
CC(=O)c1ccc(OCC(=O)OC(C)C(=O)NC2CCCCC2)cc1 (stereo not drawn)	1%	63%	-1%	2%	?	6%	-17%	0%	4	-1%	7%
CC(C)NC(=O)c1onc(CSc2cccc(Cl)c2)c1C(=O)O	2%	-2%	2%	-4%	7%	1%	8%	14%	-12	10%	?
COc1ccc(CNC(=O)COC(=O)c2ccco2)cc1	-1%	0%	-4%	-1%	6%	-7%	0%	-3%	13	3%	?
CCOc1c2c(nc3ccc(Cl)cc13)CCC2	-4%	5%	-9%	3%	4%	4%	6%	0%	-6	3%	-9%
Cc1ccc(OCC(=O)N2CCc3ccccc3C2)c(Br)c1	18%	2%	-3%	5%	?	-2%	-7%	10%	0	5%	?
CCOc1ccccc1-n1c(SCC(=O)N(C(C)C)C(C)C)nnc1-c1cccnc1	2%	9%	-7%	0%	-13%	-8%	-1%	11%	3	0%	?
O=C(CC1Nc2cccc3cccc(c23)NC1=O)Nc1ccc(F)cc1 (stereo not drawn)	-1%	9%	1%	-5%	-20%	-18%	0%	-8%	1	-2%	?
COc1ccc(CC(=O)Nc2ccc(-c3noc(-c4cc(OC)c(OC)c(OC)c4)n3)cc2)cc1	-4%	-1%	-1%	4%	25%	2%	6%	4%	-5	1%	-3%
C=CCNC(=O)CCNS(=O)(=O)c1ccc(Br)cc1	-1%	10%	-2%	-1%	-1%	3%	-9%	9%	-3	10%	0%
COc1cccc(NC(=O)CSc2nccn(-c3ccc4c(c3)OCCO4)c2=O)c1	2%	-31%	-1%	0%	8%	-21%	14%	-13%	1	.	?
Cc1ccc(NC(C(N)=O)c2c(C)[nH]c(=O)[nH]c2=O)cc1 (stereo not drawn)	0%	1%	-9%	-2%	8%	0%	-3%	12%	16	0%	3%
Cc1nc2ccccc2c(=O)n1/N=C/c1c(O)ccc2ccccc12	2%	-2%	2%	0%	?	0%	8%	?	-1	-4%	?
COc1cc2c(cc1OC)C(C)N(C(=O)c1ccc(C)o1)CC2 (stereo not drawn)	-3%	-24%	-1%	4%	7%	-4%	0%	3%	-7	-2%	-15%
COc1ccc(NC(=O)CCCC2CCCCC2)c(OC)c1	-2%	-11%	-6%	2%	?	0%	-7%	-4%	-6	-2%	7%
COc1ccc(-n2cnnc2)cc1	-1%	?	-10%	6%	-13%	0%	1%	2%	1	3%	-5%
CCC(C)n1c(SCC(=O)NC(=O)Nc2ccc3c(c2)OCCO3)nc2ccccc2c1=O (stereo not drawn)	-10%	-28%	-6%	-2%	?	-8%	4%	19%	-10	-7%	-9%
O=C1Nc2ccc(Cl)cc2C(C#CC2CC2)(C(F)(F)F)O1 (stereo not drawn)	-12%	.	0%	1%	-16%	-3%	-14%	-19%	-10	-4%	-9%
